Bioassay records from PubChem BioAssay.
GLP-1R agonist = qHTS of GLP-1 Receptor Agonists; Glucagon-like peptide 1 receptor (Homo sapiens), P43220; HEK293 GLP-1R CRE-luciferase, luminescence, 4-6 h; cells express a hypersensitive GLP-1R form; Potency, µM (series often up to 45.6 µM), inactives show top-dose activation, most hits filed as activators; hit rate 0.007% among 380,000; AID 624172, 2012; note: potency is the fitted concentration of half-maximal effect; % of control where 0% means no effect
PI5P4K alpha inh = qHTS for Inhibitors of phosphatidylinositol 5-phosphate 4-kinase (PI5P4K); PI5P4Kalpha enzyme, ADP-Glo luminescence, 60 min; hits give low values; max response, %; hit rate 1.2% among 330,000; AID 652105, 2013; active = max response of -50% or lower; inconclusive = between -30% and -50%; inactive = -30% or higher; note: value at the top dose of about 77 µM; % is set by controls: 0 for no effect and ±100 for the full control effect
Target sequence (P48426 whole entry, looked up): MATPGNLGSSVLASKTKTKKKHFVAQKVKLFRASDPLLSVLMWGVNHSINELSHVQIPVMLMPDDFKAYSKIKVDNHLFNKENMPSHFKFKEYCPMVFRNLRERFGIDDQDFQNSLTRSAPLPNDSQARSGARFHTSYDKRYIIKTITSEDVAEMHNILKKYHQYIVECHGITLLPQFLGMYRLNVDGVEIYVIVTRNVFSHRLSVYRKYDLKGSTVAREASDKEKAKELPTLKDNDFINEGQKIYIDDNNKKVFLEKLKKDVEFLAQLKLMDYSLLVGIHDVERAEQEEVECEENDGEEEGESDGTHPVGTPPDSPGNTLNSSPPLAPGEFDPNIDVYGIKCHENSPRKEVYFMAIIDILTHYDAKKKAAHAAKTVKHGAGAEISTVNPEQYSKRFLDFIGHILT
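Reactions run in 0.038 M HEPES pH 7.4, 0.28 mM EGTA, 0.1% CHAPS and 5% DMSO, with PI5P4Kalpha, substrate, compound and 5 microM ATP final, one hour at room temperature. Readout is ADP-Glo luminescence.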
IL2 activator = qHTS of IL-2 Activators; activation, % (series mostly up to about 46 µM); IL-2 activation reporter assay, cell-based qHTS; stimulated with anti-CD3/CD4/CD28 beads; in transgenic mouse T cells; hit rate 0.065% among 360,000; in the data active = activation above about 50%; inconclusive = mostly about 30% to 49%; note: 0% is about no effect
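Using fluorescent plate cytometry, EGFP and DsRed are detected in transgenic mouse T cells stimulated 18 h at 37 degrees C with antibody-coated beads after 60 min compound pretreatment.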
D3 ag = qHTS of D3 Dopamine Receptor Agonist: qHTS; D(3) dopamine receptor (Homo sapiens), P35462; D3R DiscoveRx beta-arrestin cells, luminescence, 90 min; max activation, %; hit rate 0.58% among 410,000; in the data active = max activation above about 30%; note: 0% is about no effect; mostly tested at two doses, the higher about 12 µM
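Agonist mode: compounds and dopamine controls were applied to plated cells for 90 min at 37 degrees C after an overnight attachment at 1500 cells/well. Luminescent read-out followed 30 - 60 minutes at room temperature with DiscoveRx detection reagent.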
GLP-1R inv ag = qHTS of GLP-1 Receptor Inverse Agonists (Inhibition Mode); HEK293 GLP-1R CRE-luciferase, luminescence, 24 h; GLP-1R form is constitutively active; Potency, µM (series often up to 38.3 µM), inactives show top-dose activity change, negative = inhibition, actives largely listed as inhibitors; hit rate 1.6% among 410,000; AID 624417, 2012; note: potency is the fitted concentration of half-maximal effect; % is set by controls: 0 for no effect and ±100 for the full control effect; nearly all actives have a fitted effect of over 55% in size
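Inverse agonism was detected as reduced cAMP-driven luciferase luminescence after 24 h compound treatment. The cells were HEK293 clones expressing constitutively active human GLP-1R with the reporter. Reporter-only and GPR119 cell lines served as counterscreen controls.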
WRN inhibitor = qHTS for Inhibitors of WRN Helicase | WRN helicase unwinding, fluorescent forked duplex, kinetic | hit rate 0.46% among 360,000 | Potency, µM (doses to about 114 µM), for inactives: top-dose activity change, negative = inhibition, actives largely listed as inhibitors | Bifunctional 3'-5' exonuclease/ATP-dependent helicase WRN (Homo sapiens), Q14191 | AID 651768, 2012; note: potency is the fitted concentration of half-maximal effect; % is set by controls: 0 for no effect and ±100 for the full control effect; nearly all actives have a fitted effect of over 55% in size
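Kinetic fluorescence helicase assay: unwinding of a quenched forked DNA duplex (100 nM final) with 2 mM ATP final raises red fluorescence (525/598 nm). Compounds sat 15 min at room temperature with 20 nM WRN beforehand.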
GLP1R cytotox = qHTS of GLP-1 Receptor Inverse Agonists: Cytotox Screen; HEK293 cAMP-luciferase reporter cells, luminescence, 24 h; Potency, µM (doses to about 38.3 µM), inactives show top-dose activity change, negative = inhibition, actives largely listed as inhibitors; hit rate 0.13% among 410,000; AID 624418, 2012;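 note: loss of luciferase light is scored as toxicity; potency is the fitted concentration of half-maximal effect; % is set by controls: 0 for no effect and ±100 for the full control effect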
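MLSMR compounds, 24 hr on cells at 37 deg C/5% CO2; luminescence after luciferase reagent (12 min RT). Inhibition counted as the undesired cytotoxic outcome.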
PLK1 PBD block = qHTS for Inhibitors of PLK1-PDB (polo-like kinase 1 - polo-box domain): Primary Screen | Serine/threonine-protein kinase PLK1 (Homo sapiens), P53350 | Plk1 PBD binding of FITC phosphopeptide, fluorescence polarization | Potency, µM, inactives show max response, negative = inhibition, actives largely listed as inhibitors | hit rate 2.8% among 360,000; note: potency is the fitted concentration of half-maximal effect; series mostly up to about 57 µM; % is set by controls: 0 for no effect and ±100 for the full control effect; nearly all actives have a fitted effect of over 65% in size
Target sequence (P53350 whole entry, looked up, the tested form may be a part): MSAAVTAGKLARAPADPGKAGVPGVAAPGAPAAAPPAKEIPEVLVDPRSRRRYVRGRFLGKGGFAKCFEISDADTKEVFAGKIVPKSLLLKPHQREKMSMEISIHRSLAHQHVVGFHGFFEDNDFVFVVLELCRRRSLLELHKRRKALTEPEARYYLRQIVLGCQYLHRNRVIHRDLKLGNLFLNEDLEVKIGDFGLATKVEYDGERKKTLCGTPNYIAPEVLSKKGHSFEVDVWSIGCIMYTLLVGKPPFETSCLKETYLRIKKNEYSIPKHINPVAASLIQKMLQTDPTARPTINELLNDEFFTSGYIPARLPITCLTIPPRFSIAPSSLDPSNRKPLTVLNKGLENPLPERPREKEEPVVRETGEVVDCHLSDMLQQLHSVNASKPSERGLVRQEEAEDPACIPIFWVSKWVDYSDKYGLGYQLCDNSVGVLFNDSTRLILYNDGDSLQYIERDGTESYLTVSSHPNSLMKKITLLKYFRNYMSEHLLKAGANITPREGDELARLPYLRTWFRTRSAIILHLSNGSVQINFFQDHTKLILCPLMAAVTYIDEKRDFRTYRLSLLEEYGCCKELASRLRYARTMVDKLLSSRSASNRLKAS
D3 antag = qHTS of D3 Dopamine Receptor Antagonist: qHTS. D(3) dopamine receptor (Homo sapiens), P35462. D3R cells, DiscoveRx beta-arrestin luminescence, antagonist mode; hits give low values. max response, negative = inhibition, %. hit rate 2.5% among 360,000; in the data active = max response below about -50%; inconclusive = no clear call, values can overlap the other calls; note: % is set by controls: 0 for no effect and ±100 for the full control effect; mostly tested at two doses, the higher about 12 µM
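Cells plated overnight at 1500 cells/well, then exposed to library compounds with dopamine controls for 90 minutes at 37 degrees C. DiscoveRx reagent added for 30–60 minutes at room temperature; luminescence read, quantitative HTS format.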
* hit, by the source's call; ? = inconclusive; · = no result given; [ ] = remark or other dose. Unless noted, calls come from the whole dose curve; as a rule, active = well fitted curve in the direction sought with a large enough effect; inconclusive = small, poorly fitted or top-dose-only effect, or another doubt; inactive = no such curve, though single readings can be large; an effect the other way counts as inactive or inconclusive.

smiles	WRN inhibitor	PI5P4K alpha inh	D3 ag	PLK1 PBD block	GLP1R cytotox	D3 antag	GLP-1R inv ag	IL2 activator	GLP-1R agonist
Cc1ccnc(NC(=O)c2cccc(NS(=O)(=O)c3ccccc3C)c2)c1	-5.0%	-4.0	1.0	-1.0%	-12.7%	-3.7	7.3%	-0.4	-0.7%
COC(=O)c1sccc1NC(=O)c1c(-c2ccccc2)noc1C	-10.8%	-0.9	4.3	-3.2%	-1.6%	11.9	-5.8%	0.5	2.2%
CCCN(CCC)CCCNC(=O)c1cc2c(=O)n(CC)c3ccccc3c2s1	-7.4%	-3.7	-18.8	-2.0%	0.4%	-9.6	-6.9%	-0.3	-0.1%
CCc1ccc(-c2cc(C)no2)cc1S(=O)(=O)N1CCN(c2ccccn2)CC1	-7.4%	0.8	-9.4	-6.8%	-9.3%	-8.1	?	-4.5	8.7%
CCc1ccccc1NC(=O)c1cc([N+](=O)[O-])ccc1N1CCOCC1	-1.4%	9.9	13.6	1.4%	-11.4%	11.3	15.6%	0.9	-1.6%
CCCn1nc(C(=O)Nc2ccc(N3CCOCC3)cc2)c2ccccc2c1=O	-2.7%	-1.7	14.3	-0.7%	-4.4%	3.6	11.7%	-0.3	-5.1%
O=C(Cn1nnc2ccccc21)C1CC1	4.2%	2.0	7.7	-4.5%	-2.9%	2.5	0.2%	-0.8	-13.9%
COc1ccc(NC(C)c2cc(Cl)ccc2O)cc1 (centres undefined)	-4.6%	2.0	-2.0	-27.7%	-8.5%	3.3	-27.9%	-0.5	-0.8%
COc1cc(C(=O)NCC(=O)N/N=C/c2ccco2)cc(OC)c1OC	-6.3%	0.9	0.8	-3.9%	14.3%	-6.4	57.7%[activator]	-1.7	3.5%
Cc1cccc(C(=O)NCc2nnc(SCC(=O)Nc3nncs3)n2C)c1	-3.3%[57.1 µM]	1.0	4.9	-1.3%	11.3%	-2.9	5.6%	-0.8	0.1%
C[C@@H]1CC=C[C@H]2[C@H]1C(=O)N(Cc1ccccc1)[C@H]2c1ccc(-c2cc3ccccc3s2)cc1F	-1.9%	8.3	-12.1	-1.6%	4.8%	22.8	?	-2.6	-4.1%
O=C(C[n+]1cccc(CO)c1)Nc1nc2ccccc2s1	14.2%	-4.5	-11.8	-12.4%	0.0%	-16.9	0.9%	0.5	-6.1%
Cc1ccnc(NC(=O)CNC(=O)c2ccc3c(c2)OCO3)c1	-1.0%	-2.6	-8.2	4.6%	-11.1%	25.2	12.0%	-4.1	4.6%
O=C(c1ccc(Cl)cc1)C1CCN(C(=S)Nc2ccccc2)CC1	7.3%	3.7	1.2	-8.1%	-1.7%	-13.4	?	-0.1	6.5%
CCOc1ccc(-n2c(SCC(=O)Nc3ccc(OC)cc3)nc3c(c2=O)SCC3)cc1	-21.9%	-11.5	6.1	-10.0%	-7.3%	?	-13.6%	12.7	0.0%
COc1cccc(NC(=O)C(C)OC(=O)CCCNC(=O)c2ccc(Cl)cc2)c1 (centres undefined)	-24.0%	2.4	-2.2	-16.0%	-1.6%	12.3	-6.7%	0.2	-0.5%
CNc1ccc(S(=O)(=O)NC)cc1[N+](=O)[O-]	-4.1%	4.1	-1.3	-6.8%	-16.1%	-11.0	21.0%	0.1	-3.4%
Cc1[nH]c2ccc(-c3nnc(SCC(=O)N4CCCc5ccccc54)o3)cc2c1C	3.7%	·	2.9	-9.7%	-5.4%	-7.7	2.4%	-2.2	-0.1%
Cc1nc2c(=O)n(-c3ccc(F)c(Cl)c3)nc(C)c2s1	-7.6%	-5.0	11.7	-0.3%	8.0%	14.3	43.3%[activator]	0.6	-2.4%
O=C(COc1ccc2ccc(=O)oc2c1)Nc1nccs1	2.0%	-1.8	9.7	1.0%	-26.1%	2.6	3.3%	-0.5	-0.8%
CCCCNc1ccc2nsnc2c1[N+](=O)[O-]	2.6%	-0.3	-26.5	-2.9%	7.6%	-8.5	113.7%[activator]	-4.2	22.7%
C/C(=N\NC(=O)CSc1nc(C)cc(C)n1)c1ccc([N+](=O)[O-])cc1	0.1%	-3.6	-1.7	-14.7%	4.3%	-27.8	4.4%	-0.1	3.4%
O=C1/C(=C/c2ccsc2)N2CCC1CC2	0.7%	-2.4	-3.3	-5.3%	-2.5%	-23.9	-6.7%	-0.5	1.1%
CN(C)S(=O)(=O)Oc1ccccc1C(=O)Nc1ccccc1Cl	-1.1%	5.7	-2.2	-9.9%	-3.7%	-3.5	-7.8%	-0.7	16.8%
COc1ccc(NC(=O)C2CCCN2S(=O)(=O)c2cccc3cccnc23)c(OC)c1 (centres undefined)	-10.5%	-2.0	6.5	-3.5%	1.6%	50.0	13.7%	-1.6	16.6%
O=C(NC1CCCCC1)c1cc(-c2ccccc2Cl)on1	6.9%	4.4	-27.4	-3.2%	-3.6%	-5.2	-17.7%	-4.3	10.2%
COc1ccc(C(=O)C2CCCN(C(=O)c3cccc(Cl)c3F)C2)cc1OC (centres undefined)	3.3%	2.5	5.8	-10.1%	-8.9%	-1.7	68.9%[activator]	-2.1	14.1%
O=C(Cc1cc(=O)[nH][nH]1)N/N=C/c1c(F)cccc1Cl	-5.7%	-5.1	-3.8	-1.6%	3.6%	4.0	24.2%	0.3	-0.4%
CCOC(=O)c1cn(CC(=O)Nc2cccc(Cl)c2)nn1	-13.0%	0.9	6.5	-6.0%	-7.0%	3.3	-3.2%	0.7	0.3%
C#CCNC(=O)C1=C[C@@H](C2CC2)[C@H](CCCO)[C@@H](OCC)O1	8.0%	-7.3	-1.5	0.5%	-0.2%	22.0	3.6%	1.7	-4.1%
CC1(C(=O)NCc2ccc(Cl)c(Cl)c2)Oc2ccccc2NC1=O (centres undefined)	-31.1%	1.1	1.7	-4.8%	-5.7%	10.5	-24.6%	-2.4	6.9%
CN=C(Nc1cccnc1)c1cccc(C(F)(F)F)c1	0.4%	-4.7	2.4	0.8%	-4.6%	-25.3	7.8%	0.2	5.0%
CCn1c(COc2ccc3c(c2)OCO3)nnc1SCC(=O)c1ccc(Cl)cc1	-7.2%	-2.1	-3.0	-9.0%	-7.9%	?	-11.2%	-1.5	6.2%
O=C(NNC(=O)c1ccc(Cl)c(Cl)c1)c1cccnc1	4.8%	-1.3	0.7	0.5%	2.9%	3.5	11.4%	-0.3	-2.1%
COc1ccc(-c2cc(C(=O)N3CCN(C(=O)c4ccco4)CC3)[nH]n2)cc1	-7.1%	-17.4	0.9	-6.8%	2.9%	-15.0	16.3%	0.4	-6.6%
COc1ccccc1OCCNC(=O)c1c(-c2ccccc2Cl)noc1C	-15.9%	0.6	5.0	-4.1%	12.6%	14.1	?	1.1	6.2%
Cc1[nH]c2ccccc2c1C(=O)C(=O)Nc1ccc2c(c1)OCCO2	-4.8%	-0.8	-12.3	-1.0%	-24.4%	-19.3	0.5%	-2.5	4.7%
COc1ccc(/C=C/c2cc[n+](C(=O)Cc3ccccc3)cc2)cc1	-10.2%	0.0	-10.0	-4.5%	?	-4.7	?	6.7	-0.3%
CCCCN(C)c1nc(-c2ccco2)c2c(c1C#N)CC(C)(C)OC2	-21.4%	?	-8.9	29.9µM*	-11.4%	-12.6	?	-1.0	5.4%
O=C(CSc1ccc2ccccc2c1)NCc1cccs1	0.3%	-3.9	-5.1	-13.1%	4.0%	-9.5	?	-4.1	8.5%
CC(C)(Cc1ccc(O)cc1)NC(=O)CC(=O)N=Nc1c(O)[nH]c2ccc(Br)cc12	-5.8%	-16.3	-8.5	-15.3%	0.0%	-7.8	18.9%	-0.2	11.6%
CC(C)Oc1ccc(NC(=O)CCC(=O)O)cc1	-6.3%	·	-2.4	-4.6%	3.3%	-19.4	12.7%	-1.8	-8.6%
O=S(=O)(c1ccc(NCc2ccc(F)cc2)nc1)N1CCCC1	0.0%	11.8	-3.1	1.8%	-8.4%	2.0	-13.7%	-0.5	6.4%
Cc1ccc(N2CC(C(=O)Nc3nccs3)CC2=O)cc1 (centres undefined)	-6.9%	·	-9.3	-0.3%	-8.3%	21.8	0.0%	-0.3	0.3%
COc1ccc(-c2nn(-c3ccccc3)cc2/C=C\C(=O)N2CCOCC2)cc1[N+](=O)[O-]	-6.2%	1.0	0.8	0.7%	-11.8%	7.7	23.6%	-2.3	16.2%
CC(C)NC(=O)C1(C)CCCN1C(=O)c1cc(C#N)cs1 (centres undefined)	3.1%	-8.0	2.7	0.8%	-6.3%	31.9	20.0%	0.8	-2.1%
COc1cccc(-c2nc(CS(=O)CC(=O)NC3CCCC3)c(C)o2)c1 (centres undefined)	0.0%	1.4	-6.0	-14.4%	2.1%	-11.6	15.0%	-2.1	9.0%
Cc1cc(NC(c2cccnc2)c2ccc3cccnc3c2O)no1 (centres undefined)	-3.3%	-10.3	1.9	0.9%	?	-23.9	?	-0.6	2.0%
O=C(CCN1CCCCC1)Nc1ccccc1	-1.0%	5.8	-13.6	-13.9%	5.0%	15.6	8.6%	1.7	7.1%
O=C(Nc1cccnc1)c1cc(-c2ccc3c(c2)OCO3)on1	-3.9%	·	2.7	1.0%	3.8%	-8.8	0.0%	4.1	-14.3%

One compound at a time, from the list above.
COc1cccc(-c2nc(CS(=O)CC(=O)NC3CCCC3)c(C)o2)c1 (centres undefined) is listed as WRN inhibitor: 0.0%; PI5P4K alpha inh: 1.4; D3 ag: -6.0; PLK1 PBD block: -14.4%; GLP1R cytotox: 2.1%; D3 antag: -11.6; GLP-1R inv ag: 15.0%; IL2 activator: -2.1; GLP-1R agonist: 9.0%
Cc1ccnc(NC(=O)CNC(=O)c2ccc3c(c2)OCO3)c1 is listed as WRN inhibitor: -1.0%; PI5P4K alpha inh: -2.6; D3 ag: -8.2; PLK1 PBD block: 4.6%; GLP1R cytotox: -11.1%; D3 antag: 25.2; GLP-1R inv ag: 12.0%; IL2 activator: -4.1; GLP-1R agonist: 4.6%
